AID2073: disruptors of CaV2.2 binding to Mint1 – biochemical, HTRF (AID 2073); HTRF protein-protein interaction, Mint1-CaV2.2; higher % means a stronger effect; one-dose inhibition, % at 20 µM; IC50 in µM for titrated hits; actives 0.19% (n = 290,000); in the data active means inhibition mostly above about 51%, no sharp cut-off; further: some results filed as inactive read as strong as hits
NOD1 NF-kB reporter: inhibition of NOD1-driven NF-kB reporter – cell-based, luminescence, uHTS, primary screen (AID 1578) | NOD1-driven NF-kB luciferase reporter cells, luminescence; higher % means a stronger effect | inhibition, % at 4 µM; hits with a dose series show EC50 in µM | actives 1% (n = 290,000); in the data active means inhibition mostly above about 36%, no sharp cut-off; inactive means mostly below about 34%;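 further: HEK-293T reporter cells stimulated with the NOD1 agonist gamma-tri-DAP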
KOR beta-arrestin-1: KOR agonists, beta-arrestin recruitment, primary screen, cell-based, luminescence, uHTS (AID 1777); actives 0.02% (n = 280,000); KOR beta-arrestin recruitment, luminescence; higher % means a stronger effect; activation, % at 10 µM; hits with a dose series show EC50 in µM; in the data active means activation above about 50%, passing the limit was not always enough; further: a part of the inactive calls stands beside numbers as strong as those of hits
KOR beta-arrestin-2: KOR antagonists, beta-arrestin recruitment, cell-based, luminescence, uHTS (AID 1778). KOR beta-arrestin recruitment, luminescence, antagonist mode; higher % means a stronger effect. one-dose inhibition, % at 10 µM; IC50 in µM for titrated hits. actives 0.091% (n = 290,000); in the data active means inhibition above about 50%; further: strong numbers were not always called active
GPR35 arrestin U2OS: inhibition of zaprinast-stimulated GPR35 beta-arrestin translocation – imaging, U2OS, beta-arrestin-GFP, zaprinast agonist, primary screen (AID 2058); U2OS GPR35 beta-arrestin-GFP translocation imaging, zaprinast antagonism; higher % means a stronger effect; inhibition, % at 10 µM, or IC50 in µM where a hit was titrated; actives 0.052% (n = 290,000);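 active means inhibition of at least 50% with at least 30 cells and total cytoplasm GFP at most 10,000,000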
GPR55 beta-arrestin: GPR55 agonists via beta-arrestin recruitment, primary screen, imaging, U2OS cells, beta-arrestin-GFP redistribution (AID 1961); U2OS GPR55 beta-arrestin-GFP redistribution imaging; higher % means a stronger effect; activation, % at 10 µM; hits with a dose series show EC50 in µM; actives 0.048% (n = 290,000);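 active means activation above 40% with more than 50 cells counted in the well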;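 further: U2OS osteosarcoma cells stably expressing GPR55 and beta-arrestin-GFP; plate controls were DMSO negative control for no effect and LPI positive control for full effect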
GPR55 LPI antagonism: GPR55 antagonists blocking LPI-driven arrestin recruitment, primary screen, imaging, U2OS, beta-arrestin-GFP, LPI agonist (AID 2013); actives 0.13% (n = 290,000); U2OS GPR55 beta-arrestin-GFP translocation imaging, LPI antagonism; higher % means a stronger effect; one-dose inhibition, % at 10 µM; IC50 in µM for titrated hits;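 active means spots per cell inhibited over 60%, with over 100 cells counted and total cytoplasm intensity under 500,000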;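 further: U2OS cells stably carrying GPR55 and arrestin-GFP stimulated by 5 µM LPI near EC80; imaged beta-arrestin-GFP aggregate spots per cell after agonist stimulation; plate controls were LPI-stimulated DMSO wells for no effect and DMSO wells without LPI for full effect; some results filed as inactive read as strong as hits; confirmed hits need IC50 under 10 µM and bright autofluorescent wells are also inconclusive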
HIV peptide binding: cell-free HIV fusion peptide-binding blockers – biochemical, uHTS, fluorescence dequenching, primary screen (AID 1986) | cell-free peptide binding, fluorescence dequenching, 30 min; higher % means a stronger effect | actives 0.3% (n = 290,000) | inhibition, % at 20 µM, or IC50 in µM where a hit was titrated; in the data active means inhibition mostly above about 52%, no sharp cut-off; inactive means mostly below about 76%; further: some results filed as inactive read as strong as hits
Siah-1 displacement: blockers of Siah-1 interaction with plectin peptide – biochemical, fluorescence polarization, rhodamine-plectin, uHTS, primary screen (AID 1817) | Siah-1 / rhodamine-plectin peptide fluorescence polarization; higher % means a stronger effect | one-dose displacement, % at 20 µM; IC50 in µM for titrated hits | actives 0.02% (n = 290,000);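 active means displacement of at least 50% at 20 µM, with a fluorescence ratio check between 0.3 and a set limit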;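 further: plate controls were Siah plus tracer with DMSO for no effect and tracer alone without Siah for full effect; strong numbers were not always called active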
* hit, by the source's call; . = not tested or not shown; [ ] = remark or other dose.

Values in the order – KOR beta-arrestin-1 | Siah-1 displacement | AID2073 | GPR55 LPI antagonism | GPR35 arrestin U2OS | NOD1 NF-kB reporter | KOR beta-arrestin-2 | GPR55 beta-arrestin | HIV peptide binding
#1 O=C(Nn1c(-c2ccc(Br)cc2)nc2ccccc2c1=O)c1ccc([N+](=O)[O-])cc1
  3.1% | 11% | 2% | 11% | 5% | -17% | 10% | 0.2% | 5.0%
#2 NS(=O)(=O)c1ccc(-n2nncc2-c2ccco2)cc1
  0.6% | 0% | 16% | 3% | -4% | 7% | -24% | -0.2% | -1.9%
#3 CCOc1ccc(C(=O)Nc2cccc(C(=O)O)c2)cc1Cl
  -2.8% | -2% | 0% | 7% | -4% | -41% | -19% | 1.8% | 1.0%
#4 CCCCc1nc(SCCN2CCOCC2)c2c(=O)n(C)c(=O)n(C)c2n1
  -2.6% | -4% | -6% | -3% | 10% | -12% | 5% | 0.1% | -1.5%
#5 O=C1C(Nc2ccccc2)=C/C(=N/S(=O)(=O)c2cccs2)c2ccccc21
  15% | 16% | -10% | -3% | 1% | 9% | -53% | -0.3% | -2.3%
#6 CCCS(=O)(=O)NCc1cn2cccc(C)c2n1
  3.8% | 1% | -1% | 2% | 8% | -30% | 32% | 0.5% | 3.1%
#7 CN(C)CC#CCOC(c1ccccc1)c1ccccc1
  -2.7% | -2% | -22% | 7% | 22% | 7% | 6%[20 µM] | -0.3% | -0.3%
#8 CCc1ccc(-n2nnnc2SCC(=O)NNC(=O)c2ccco2)cc1
  8.4% | 4% | 21% | 2% | 2% | 4% | -21% | 0.0% | -0.9%
#9 COc1ccc(CNC(=O)COC(=O)/C=C/c2ccc(Cl)cc2)cc1
  4.0% | 5% | 11% | 9% | -4% | -35% | -11% | -0.4% | 0.8%
#10 CCc1ccc(CN(C)C(=O)C2CCC(=O)N(CCCN3CCCC3=O)C2)cc1 (configuration not stated)
  -0.7% | 7% | 5% | -9% | 3% | -28% | 15% | -0.1% | -1.4%
#11 CC(=O)Nc1ccc(-c2cn3c(n2)SCC3)cc1
  3.1% | 3% | 4% | 6% | -6% | -22% | -18% | -0.1% | 1.2%
#12 O=C(CSc1nnc(-c2ccco2)o1)N1CCN(c2ccccc2)CC1
  -1.9% | 2% | -8% | 8% | -16% | -10% | 9% | 0.7% | 0.3%
#13 Cc1ccc(S(=O)(=O)Nc2ccccc2C(=O)N2CCOCC2)cc1
  5.9% | -3% | 9% | 1% | 0% | -43% | -13% | 0.0% | -0.9%
#14 COc1ccc(OC)c(NC(=O)c2ccccc2N(C)S(=O)(=O)c2ccc(C)cc2)c1
  -3.4% | 8% | 15% | 4% | -7% | 4% | 5% | 0.4% | 0.9%
#15 COCCn1c(SCC(=O)N2CCCc3ccccc32)nnc1-c1ccco1
  0.9% | 0% | 0% | -5% | -8% | . | 15% | 0.2% | -0.1%
#16 CCOC(=O)CN1C(=O)C(Sc2n[nH]c(-c3ccccc3)n2)CCc2ccccc21 (configuration not stated)
  5.2% | 1% | 0% | 0% | 12% | 8% | 1% | -0.1% | -0.1%
#17 CCOc1ccc(C)cc1S(=O)(=O)N1CCCCC1
  1.4% | 2% | -9% | 20% | -6% | . | 3% | -0.2% | 1.6%
#18 Cn1c(=O)n(C)c2cc(NC(=O)CCl)ccc21
  6.6% | -2% | -7% | 15% | -2% | 51% | -7% | 0.1% | -3.4%
#19 COc1cccc(NC(=O)CN(C)CC(=O)Nc2ccccc2-c2ccccc2)c1
  -12% | 4% | -8% | 9% | 1% | -21% | 7% | 0.5% | 1.1%
#20 Cc1cc2nnc(SCC(=O)NCc3cccs3)n2c2ccccc12
  -6.0% | 5% | -9% | -19% | -4% | -16% | 9% | -0.4% | 0.7%

Later entries
Values in the order – KOR beta-arrestin-1 | Siah-1 displacement | AID2073 | GPR55 LPI antagonism | GPR35 arrestin U2OS | NOD1 NF-kB reporter | KOR beta-arrestin-2 | GPR55 beta-arrestin | HIV peptide binding
#21 CNc1nc2c3ccccc3n(C(C)=O)c2s1
  -6.8% | -2% | -29% | 10% | 2% | -16% | -12% | 0.2% | -0.8%
#22 N#C/C(=C\c1cccs1)C(=O)c1ccccc1
  1.8% | 3% | 15% | 14% | 2% | 6% | -10% | -0.2% | 0.5%
#23 O=[N+]([O-])c1ccc(Cl)c(S(=O)(=O)N2CCCCCC2)c1
  -1.5% | -2% | 0% | 7% | -8% | -19% | -12% | -0.3% | -1.6%
#24 COC(=O)c1c(NC(NC(=O)c2ccccc2)(C(F)(F)F)C(F)(F)F)sc2c1CCN(C)C2
  0.0% | 4% | -6% | 3% | 13% | -13% | -40% | -0.2% | 1.7%
#25 O=c1c(Cl)c(N2CCCCC2)cnn1-c1nc2ccccc2[nH]1
  0.4% | -4% | 3% | -13% | 20% | 75%* | -3% | -0.1% | -2.2%
#26 COC(=O)c1ccc(N2CCN(CC(=O)c3ccc(-c4ccccc4)cc3)CC2)c([N+](=O)[O-])c1
  6.1% | 1% | 20% | 10% | 13% | 25% | -12% | 0.3% | 2.9%
#27 O=C(Cn1nnc2ccccc21)N/N=C/c1ccco1
  4.7% | -2% | 8% | 4% | 2% | -19% | 1% | 0.1% | 19%
#28 O=C(Nc1ccc(Cl)cc1)c1csc(-c2ccncc2)n1
  -7.6% | 4% | 0% | 16% | 0% | -9% | -1%[20 µM] | 0.8% | 0.4%
#29 CCn1c(CSc2nnc(C)n2-c2ccccc2)nc2cc(S(=O)(=O)N(C)C)ccc21
  -1.3% | 0% | -3% | 0% | 11% | -12% | -19% | 0.3% | -1.1%
#30 CCc1nc(N[C@H](C(=O)O)C(C)C)c2oc3ccccc3c2n1
  1.5% | -1% | 6% | 0% | 20% | -1% | 4% | 0.3% | -1.2%
#31 COC(=O)Oc1ccc(/C=N/NC(=O)CN(c2ccccc2Cl)S(C)(=O)=O)cc1OC
  -6.1% | 3% | 8% | -13% | 0% | -14% | 36% | -0.1% | 5.6%
#32 O=C(O)C1C2CCC(C2)C1C(=O)NCCCn1ccnc1 (configuration not stated)
  -4.3% | 4% | 8% | -2% | 6% | -1% | -5% | -0.1% | -1.4%
#33 Cc1cc(O)ccc1N/C=C/c1onc(C)c1[N+](=O)[O-]
  -4.7% | 4% | 11% | -6% | -5% | -51% | 2% | -1.0% | -0.3%
#34 CCN(CC)C(=O)CSc1nc2sc(C)c(C)c2c(=O)[nH]1
  -1.9% | 4% | -5% | 6% | -5% | -26% | 21% | 0.0% | 0.5%
#35 c1ccc(C[n+]2c(-c3ccccc3)csc2Nc2ccccc2)cc1
  -2.5% | -2% | -12% | -5% | 4% | -3% | -11% | -0.3% | -0.3%
#36 CCOC(=O)Nc1ccc2c(c1)N(C(=O)CN(C)C)c1ccccc1CC2
  -1.3% | -8% | -14% | 4% | -1% | 9% | -3%[20 µM] | -0.1% | 0.8%
#37 CCCc1cc(=O)[nH]c(SCC(=O)NCCC2=CCCCC2)n1
  0.2% | 10% | -2% | 4% | -20% | -17% | -1% | -0.5% | -1.0%
#38 COc1ccccc1CCC(=O)N(Cc1ccccc1)c1c(N)n(Cc2ccccc2)c(=O)[nH]c1=O
  5.2% | 2% | 11% | 13% | -6% | -21% | 27% | 0.2% | 1.7%
#39 O=C(NCc1cccs1)C1CCN(S(=O)(=O)c2ccccc2F)CC1
  -1.4% | 4% | 13% | 10% | -2% | -8% | 8% | -0.2% | 0.3%
#40 O=C(NN1C(=O)C2C(C1=O)C1C=CC2C12CC2)c1cccnc1 (configuration not stated)
  -3.9% | 5% | 11% | 14% | -21% | -10% | -16% | 0.6% | -0.1%

Brought forward from above: 2 compounds, then new ones.
Values in the order – KOR beta-arrestin-1 | Siah-1 displacement | AID2073 | GPR55 LPI antagonism | GPR35 arrestin U2OS | NOD1 NF-kB reporter | KOR beta-arrestin-2 | GPR55 beta-arrestin | HIV peptide binding
#39 O=C(NCc1cccs1)C1CCN(S(=O)(=O)c2ccccc2F)CC1
  -1.4% | 4% | 13% | 10% | -2% | -8% | 8% | -0.2% | 0.3%
#40 O=C(NN1C(=O)C2C(C1=O)C1C=CC2C12CC2)c1cccnc1 (configuration not stated)
  -3.9% | 5% | 11% | 14% | -21% | -10% | -16% | 0.6% | -0.1%
#41 COc1ccc(OCC(=O)OCC(=O)NCc2ccco2)cc1
  -2.3% | -2% | -1% | 6% | 9% | -7% | 18% | -0.4% | 0.5%
#42 Cc1cccc(-n2nnnc2SCC(=O)Nc2ccc(N3CCN(C)CC3)cc2)c1
  -4.3% | 2% | -1% | 6% | -11% | -25% | -22% | 0.9% | -0.8%
#43 CCN(C#N)c1nc(N(C)C)nc(N(C)C)n1
  0.1% | 0% | -3% | 4% | -6% | . | 27% | -0.1% | -1.1%
#44 O=C(CN1C(=O)C(=O)N(Cc2ccco2)C1=O)NC1CCCCC1
  -2.2% | -6% | 5% | -1% | 10% | 1% | -16% | -0.4% | 0.8%
#45 COc1cc(OC)c(-c2nc3ccccc3s2)cc1OC
  -0.1% | 12% | 12% | 0% | -10% | -40% | -4% | -0.1% | -1.3%
#46 CCOC(=O)c1c(NC(=O)CSc2nc3ccccc3c(=O)n2-c2ccccc2)sc(C(C)=O)c1C
  5.1% | -4% | 11% | -4% | -11% | 51% | -8% | -0.1% | 0.6%
#47 CC(Oc1ccccc1)C(=O)NNC(=O)c1cccs1 (configuration not stated)
  -0.6% | 2% | -7% | 1% | 10% | -32% | -52%[20 µM] | 0.2% | -0.2%
#48 CC(C)N(C(=O)COC(=O)c1cccc(C(=O)OCC(=O)N(C(C)C)C(C)C)n1)C(C)C
  8.6% | -1% | 11% | -6% | 1% | 8% | -27% | 0.2% | 0.1%
#49 CCOC(=O)c1ccc(-n2c(CN3CCN(CCO)CC3)nc3ccc([N+](=O)[O-])cc3c2=O)cc1
  -6.3% | -3% | 27% | 2% | -4% | -25% | 2% | 0.6% | -1.7%
#50 CCCCCCCC1(C)NC(=O)N(c2ccccc2)N1 (configuration not stated)
  3.1% | -2% | -6% | 11% | 0% | 2% | -19% | -0.1% | -1.3%
#51 O=S1(=O)NC(=NCc2ccco2)c2ccccc21
  -5.3% | -3% | -10% | 2% | -5% | -10% | 22% | 0.0% | -0.4%
#52 Cc1cc(NC(=O)CSc2nnc(C)c(=O)n2N)no1
  -2.0% | 2% | 5% | 3% | -5% | -12% | 0% | -0.2% | 2.5%
#53 Cc1ccccc1/C(N)=N/OC(=O)c1ccc(F)cc1
  0.1% | 3% | -3% | -12% | -11% | -21% | -2% | 0.4% | 0.5%
#54 CCOC(=O)COc1nc(-c2ccco2)cc(-c2ccco2)c1C#N
  8.6% | 14% | 59% | -3% | -3% | 10% | -20% | 0.8% | 29%
#55 CC(CC(=O)Nc1ccc2c(c1)OCO2)c1ccccc1 (configuration not stated)
  -3.6% | -1% | 3% | 10% | 1% | -46% | -8% | -0.1% | -0.4%
#56 C=CCOc1ccc(C2/C(=C(/O)c3ccc4c(c3)CC(C)O4)C(=O)C(=O)N2CCCN2CCOCC2)cc1 (configuration not stated)
  -1.1% | 0% | 6% | 0% | -6% | -23% | 11% | -0.1% | -0.8%

These rows are one share of the data. The share of hits here may be higher or lower than overall.
